High-throughput results as filed in PubChem.
CD40 NFkB inh: CD40 pathway inhibition in BL2 cells | 0.94% of 83,000 active | AID 1053188 | BL2 NF-kB luciferase reporter, CD40L-induced, 4 h | inhibition, % at 10 µM;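 active = mean inhibition of at least 50% with a set share of replicates also reaching that level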;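 also: 0% = neutral control wells and 100% = IKK inhibitor VII at 50 µM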
An asterisk follows results filed as active; [ ] = another dose, or the depositor's remark.

SMILES	CD40 NFkB inh
COCCCNC(=O)CCN1C(=O)COc2ccccc21	7
CCSc1nc(N)c2c(C)c(C)sc2n1	-6
C[C@H](CO)N1C[C@H](C)[C@H](CN(C)S(C)(=O)=O)OCc2cn(nn2)CCCC1=O	-3[25 µM]
C[C@@H]1CN([C@H](C)CO)C(=O)CCCn2cc(nn2)CO[C@@H]1CN(C)C(=O)Nc1ccc(N2CCCCC2)cc1	-4[25 µM]
COc1ccccc1-c1ccc2c(c1)[C@H]1[C@H](CCN1Cc1ccccc1F)[C@@H](CO)N2	2[25 µM]
Cc1cc(C)n2nc(C(=O)Nc3cccc(S(=O)(=O)N4CCCC4)c3)nc2n1	1
CC(C)(C)c1ccc(OCCC(=O)OCC(=O)NC(=O)NC2CCCC2)cc1	19
Cc1c(C(=O)N2CCN(Cc3nccn3C)CC2)oc2c(F)cccc12	-11
O=C(CC12CC3CC(CC(C3)C1)C2)NC(Cc1ccccc1)C(=O)O (stereo unspecified)	11
O=C(c1ccc(Cl)cc1)N(c1ccccn1)C1CCCCC1	7
CN(C(=O)CC1C(=O)NCCN1CC1CCCCC1)C1CCOCC1 (stereo unspecified)	5
O=C(NC[C@H]1[C@H](c2ccccc2)[C@H](CO)N1Cc1ccccn1)C1CCC1	4
COc1ccc(-n2c(C)ccc2-c2ccccc2)cn1	-10
N=c1c(S(=O)(=O)c2ccccc2)cc2c(=O)n3ccccc3nc2n1Cc1cccnc1	-1
Cc1ccnc(NC(=O)C2CCCN(S(=O)(=O)c3cnc[nH]3)C2)c1 (stereo unspecified)	8
CCCC1(C2CCCC2)NC(=O)NC1=O (stereo unspecified)	3
CC(=O)N(C)C[C@@H]1Oc2ccc(NS(C)(=O)=O)cc2C(=O)N(C)C[C@H]1C	7
CCCCOC(=O)CSc1nnc(N)s1	-6
O=C(c1cccnc1)N1CC(=O)N2[C@@H](CO)[C@H](c3ccc(-c4ccccc4F)cc3)[C@@H]2C1	5[25 µM]
Cc1ccc(S(=O)(=O)N2CCCCC2)cc1NC(=O)CSc1nnc(N)s1	-3
CC(=O)c1cccc(N2C(=O)CC(N3CCN(S(=O)(=O)c4ccccc4F)CC3)C2=O)c1 (stereo unspecified)	0
CC1(C)CC(NC(=O)C2CCN(S(=O)(=O)c3ccc(Cl)c(C(F)(F)F)c3)CC2)CC(C)(C)N1	-1
CCCCNC(=O)C1(C)CCN1C(=O)c1cccnc1Oc1ccccc1 (stereo unspecified)	10
COCCCNC(=O)CN(Cc1ccc(Cl)cc1)S(C)(=O)=O	17
C/C=C/c1cnc2c(c1)C(=O)N([C@@H](C)CO)C[C@@H](C)[C@@H](CN(C)C(=O)C1CCOCC1)O2	-23[25 µM]
CN(C)C(=O)c1cccc(-c2ccccc2[C@H]2[C@@H](CO)N(C(=O)C3CCCCC3)[C@H]2C#N)c1	-9[25 µM]
CCC(C)N(C(=O)COC(=O)CNC(=O)c1ccccc1F)C1CCS(=O)(=O)C1 (stereo unspecified)	11
COC(=O)CN1C(=O)N/C(=C/c2cc(OC)c(OC)cc2C)C1=O	7
Cc1ccc(NC(=O)CCCOc2ccccc2)cc1S(=O)(=O)N1CCOCC1	8
N#C[C@@H]1[C@H](c2ccccc2-c2cccc(F)c2)[C@H](CO)N1C(=O)C1CCOCC1	-11[25 µM]

Gathered by group: the entries above with a cyano group.
SMILES	CD40 NFkB inh
CN(C)C(=O)c1cccc(-c2ccccc2[C@H]2[C@@H](CO)N(C(=O)C3CCCCC3)[C@H]2C#N)c1	-9[25 µM]
N#C[C@@H]1[C@H](c2ccccc2-c2cccc(F)c2)[C@H](CO)N1C(=O)C1CCOCC1	-11[25 µM]

Continued:
SMILES	CD40 NFkB inh
COc1ccc(C(=O)NCCS(=O)(=O)NC2CCCC2)cc1	16
COc1ccccc1NC(=O)Cc1noc(CN(C)Cc2cccs2)n1	-3
COc1ccccc1OCC(=O)Nc1cccc(S(=O)(=O)NC2=NCCCCC2)c1	4
O=C(COC(=O)c1cc(=O)[nH]c2ccccc12)Nc1ccccc1F	-9
O=[N+]([O-])c1ccc(NN=Cc2cccc3ccccc23)nc1	-16
Cc1noc(C)c1S(=O)(=O)N(C)C[C@H]1OCc2ccccc2-c2c(n(C)c3ccccc23)C(=O)N([C@H](C)CO)C[C@H]1C	51*[25 µM]
O=C(NC1CCN(Cc2ccccc2)CC1)c1ccccc1NS(=O)(=O)c1ccc(F)c(F)c1	1
O=C(CN=C1NS(=O)(=O)c2ccccc21)OCC(=O)c1ccccc1	3
Cc1ccccc1NC(=O)COC(=O)COc1ccc2c(c1)CCC2	1
Cc1cc(C(=O)CN2C(=O)CN(C)C2=O)c(C)n1-c1cccc(S(=O)(=O)N2CCOCC2)c1	17

Among those listed so far, three contain two or more sulfur atoms:
SMILES	CD40 NFkB inh
CCSc1nc(N)c2c(C)c(C)sc2n1	-6
CCCCOC(=O)CSc1nnc(N)s1	-6
Cc1ccc(S(=O)(=O)N2CCCCC2)cc1NC(=O)CSc1nnc(N)s1	-3

Going on with the list:
SMILES	CD40 NFkB inh
CCOC(=O)N1CCN(C(=O)c2nc3ccccc3s2)CC1	-84
Cc1cc(C)c(O)c(CN(C)Cc2cc(Cl)cc(Cl)c2O)c1	4
CC(=O)c1ccc(NC(=O)CSc2nnc(-c3ccncc3)o2)cc1	-4
CC(C)CC#Cc1ccc([C@H]2[C@H](CO)N3C(=O)CN(S(=O)(=O)c4cccc(F)c4)C[C@@H]23)cc1	29[25 µM]
CC(C)C#Cc1ccc([C@H]2[C@@H](CO)N(C(=O)c3ccccn3)[C@H]2C#N)cc1	60*[25 µM]
COc1ccc(CCNC(=O)COC(=O)c2ccc(C)s2)cc1	4
O=C(CCC1CCCN(C(=O)CC2=CCCCC2)C1)N1CCN(c2ccccn2)CC1 (stereo unspecified)	5
COc1cccc(CN(C)C(=O)CCC(=O)c2cc(Br)ccc2OC)c1	-1
CCCCN(C(=O)c1ccc(N2C(=O)c3ccccc3C2=O)cc1)c1c(N)n(CC(C)C)c(=O)[nH]c1=O	-7
CCOc1cccc(-c2csc(C3COc4ccccc4O3)n2)c1 (stereo unspecified)	-43
O=C(O)c1ccccc1O	4
O=C(COC(=O)CNS(=O)(=O)c1c(F)cccc1F)NC(=O)NC1CCCCC1	3
Cc1cccc(/C=N\NC(=O)c2csnn2)c1	12
NC(=O)C1CC(=O)N(c2ccc(OCC(=O)Nc3ccc(F)cc3)cc2)C1 (stereo unspecified)	7
O=C(Nc1ccc(-n2cccn2)cc1)C1CCN(Cc2ccsc2)CC1	8
COc1ccc(-c2csc3nc(-c4ccccc4)oc(=O)c23)cc1OC	20
COc1ccc(NC(=O)N(C)C[C@@H]2OCc3cnnn3CCCC(=O)N([C@@H](C)CO)C[C@H]2C)c(OC)c1	-2[25 µM]
COc1ccccc1-c1ccc([C@H]2[C@@H](CO)N(CC3CC3)C23CN(S(C)(=O)=O)C3)cc1	6[25 µM]
COc1ccc(Br)cc1C(=O)O	4
CC(=O)Nc1nc(CC(=O)c2ccccc2)cs1	-7
O=C(CN(c1ccccn1)S(=O)(=O)c1ccccc1)Nc1ccccc1	10
COc1ccccc1OCC(=O)NCC(C)NC(=O)COc1ccccc1OC (stereo unspecified)	4
CCOC(=O)CNc1cccc(C(F)(F)F)c1	12
C/C=C/c1ccc([C@@H]2[C@@H](CNC(=O)CC3CC3)N(C(=O)CC)[C@H]2CO)cc1	-10[25 µM]
O=C(NCCOc1ccccc1)c1ccc2n[nH]nc2c1	-29
C/C=C/c1cccc(-c2nc(C(=O)NCCN3CCCCC3)cc3c2[C@@H](CCO)N([S@](=O)C(C)(C)C)C3)c1	-10[25 µM]
CCNC(=O)C1CCCN(C(=O)c2ccc(-c3ccccc3)cc2)CC1 (stereo unspecified)	9
Cc1cc(OC(=O)c2c(F)cc(F)cc2F)nc(C)n1	5
O=C(Cn1nnc2ccccc2c1=O)N1CCOCC1	7
CCOCCOC(=O)c1cccc(NC(=O)OCC)c1	-7
COc1cccc(CNC(=O)[C@H]2[C@H](CO)[C@H]3Cn4c(ccc(-c5cccc(OC)c5)c4=O)[C@H]3N2C)c1	-5[25 µM]
COc1ccc(CCN(C)CC(O)c2ccccc2)cc1OC (stereo unspecified)	8
CCOC(=O)c1c(C)[nH]c(C(=O)COC(=O)c2ccc(N3CCCC3=O)cc2)c1C	8
Cc1cc(=O)n2nc(N3CCCC(C(=O)NCc4ccc(F)cc4)C3)sc2n1 (stereo unspecified)	12
CC(=O)N1N=C(c2ccc(C)o2)CC1c1ccc(Br)cc1 (stereo unspecified)	-74
Cc1noc(C)c1CSc1nnc2scc(-c3ccccc3)n12	16
CC(C)(C)NC(=O)Nc1ccc(F)c(Cl)c1	-2
COc1ccc(S(=O)(=O)N(C)C[C@H]2Oc3ccc(NC(=O)CCN4CCOCC4)cc3CC(=O)N([C@H](C)CO)C[C@@H]2C)cc1	2[25 µM]
CCOC(=O)C1(Cc2ccccc2)CCCN(C(=O)c2ccc(-n3ccnc3)cc2)C1 (stereo unspecified)	-46
C[C@H]1CN([C@@H](C)CO)C(=O)c2cc(-c3cncnc3)cnc2O[C@@H]1CN(C)CC1CCCC1	-1[25 µM]
O=C(C[C@@H]1C[C@H]2c3cc(NC(=O)CC4CC4)ccc3O[C@H]2[C@H](CO)O1)NCC1CC1	5[25 µM]
Cc1cccc(-c2ccc([C@@H]3[C@@H](CO)N4CCCCN(S(=O)(=O)c5ccccc5F)C[C@H]34)cc2)c1	71*[25 µM]
CCC(=O)N1[C@H](CO)[C@@H](c2ccccc2)C12CN(C(=O)c1ccc3c(c1)OCO3)C2	-2[25 µM]
CC(C)(C)c1ccc(C(=O)O)c(C(=O)c2ccccc2)c1	4
CNCC[C@@H](Oc1ccccc1C)c1ccccc1	1[25 µM]
COc1cc2ccc(=O)oc2c(O)c1OCC=C(C)C	-97
CC(O)CN1CCN(C(=O)CN2C(=O)NC(c3ccccc3)(c3ccccc3)C2=O)CC1 (stereo unspecified)	4
O=[N+]([O-])c1ccc(Sc2nc3ccccc3[nH]2)c(Cl)c1	-12
CC(=O)OC(Cn1ccnc1)c1ccccc1 (stereo unspecified)	4
CC(OC(=O)c1oc2ccccc2c1COc1ccccc1)C(N)=O (stereo unspecified)	2

The list continues:
SMILES	CD40 NFkB inh
CC(=O)N1[C@@H]2c3cccc(=O)n3C[C@@H]2[C@@H](CO)[C@@H]1C(=O)N[C@H](C)c1ccccc1	-3[25 µM]
COc1ccc(NC(=O)CSc2n[nH]c(N)n2)cc1OC	1
CCOc1ccc(CCNC(=O)CCc2nnc3ccc(N4CCOCC4)nn23)cc1	8
Cc1ccc(S(=O)(=O)N(C)C)cc1NC(=S)NCCc1ccccn1	4
CCCNCC(O)COc1ccccc1C(=O)CCc1ccccc1 (stereo unspecified)	19
C[C@@H]1CCCCO[C@@H](CN(C)Cc2ccc(Cl)c(Cl)c2)[C@H](C)CN([C@@H](C)CO)C(=O)c2cc(NC(=O)CCC(F)(F)F)ccc2O1	16
N#C[C@H]1[C@@H](c2ccccc2-c2cccc(F)c2)[C@H](CO)N1C(=O)CN1CCOCC1	-7[25 µM]
COC(=O)Nc1sc2c(c1C(N)=O)CCC(C)C2 (stereo unspecified)	7
Cc1cc(C)n2nc(C(=O)N/N=C/c3ccc(Cl)cc3)nc2n1	2
CO/N=C(/C)CCS(=O)(=O)c1ccccc1	4
O=C(OCC(=O)N1CCCc2ccccc21)c1ccc(Br)o1	12
COc1ccc(NC(=O)CN(C)C(=O)c2cccc(Oc3ccccc3)c2)cc1	0
COC(=O)c1sc(S(=O)(=O)Nc2c(C)nn(C)c2C)c(C(=O)OC)c1C	5
CCCCc1nnc(NC(=O)c2oc3ccccc3c2C)s1	-48
COc1ccccc1C=NN=Cc1ccccc1O	-100
CC(Oc1ccccc1)C(=O)Nc1ccc(C(N)=O)cc1 (stereo unspecified)	-7
CO[C@@H]1CN(C)C(=O)c2cc(NC(=O)Cc3ccccc3)ccc2OC[C@H](C)N(C(=O)c2ccccc2F)C[C@H]1C	-6[25 µM]
COCC(=O)N1CC(=O)N2[C@H](C1)[C@H](c1ccc(-c3ccncc3)cc1)[C@@H]2CO	-10[25 µM]
CCCN1C[C@H](C)[C@@H](OC)CN(C)C(=O)c2cc(NC(=O)NC3CCCC3)ccc2OC[C@H]1C	-7
Cc1ccc(S(=O)(=O)Nc2cccc(C(=O)NCC(c3ccccc3)N(C)C)c2)cc1F (stereo unspecified)	3
O=C(N/N=C/c1ccco1)c1cccc(S(=O)(=O)Nc2ccccc2Cl)c1	30
CO[C@@H]1CN(C)C(=O)c2cc(NC(=O)NC3CCCCC3)ccc2OC[C@@H](C)NC[C@@H]1C	-9
O=C(O)CNS(=O)(=O)c1ccc2c(c1)CCCC2	15
Cc1ccccc1S(=O)(=O)N1[C@@H]2CNC[C@H]1C2c1ccc(-c2ccc(C(=O)N(C)C)cc2)cc1 (stereo partly specified)	-1[25 µM]
COc1ccc(NC(=O)[C@H](NC(=O)[C@@H]2Cc3ccccc3CN2)c2ccccc2)cc1	-2
O=C(Nc1ccc2c(c1)OCO2)N1CCN(c2ncc(C(F)(F)F)cc2Cl)CC1	12
CC1(C)CC(NC(=O)C(c2ccccc2)c2ccccc2)CC(C)(C)N1	6
CN(C)CCN(C(=O)CN1C(=O)c2ccccc2C1=O)c1nc2cc3c(cc2s1)OCCO3	-28
COc1ccccc1N1CCN(C(=O)c2ccc(COc3cccc4c3OC(C)(C)C4)cc2)CC1	16
N#C[C@H]1[C@H](c2ccccc2C2=CCCC2)[C@@H](CO)N1C(=O)C1CC1	5[25 µM]

Some of the compounds tested. The share of hits here may be higher or lower than overall.
